Compound activity as filed in PubChem BioAssay.
MgcRacGAP inhibition: MgcRacGAP GTPase-activating activity inhibitors, confirmation, biochemical, ADP Hunter fluorescence; Rac GTPase-activating protein 1 (Homo sapiens); MgcRacGAP-stimulated Rac1 GTP hydrolysis, ADP Hunter fluorescence; higher % means a stronger effect; GST-tagged Rac1 F28L mutant substrate; inhibition, % at 30 µM, or IC50 in µM where a hit was titrated; hit rate 0.6% among 340,000; AID 624330, 2012;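 active means first-screen hits whose inhibition reached a set limit at any dose in the follow-up dose series; inconclusive means inhibition above the set first-screen limit but never retested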;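 further: fluorescence reports GDP produced by GAP-driven GTP hydrolysis; strong numbers were not always called active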
NTR1 ag: agonists of NTR1, primary screen, imaging, U2OS cells, beta-arrestin-GFP, high content (AID 493036). Neurotensin receptor type 1 (Homo sapiens), P30989. NTR1-U2OS beta-arrestin-GFP spot imaging, agonist mode. activation, % at 20 µM. hit rate 0.17% among 330,000;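 active means activation at or above 40% of the spot to cytoplasm intensity ratio, with at least 20 cells analyzed; inconclusive means wells under 20 cells, flagged as cytotoxic or low count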;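 further: 0% = DMSO without peptide and 100% = 100 nM NTR1 peptide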
Target sequence (P30989 whole entry, looked up): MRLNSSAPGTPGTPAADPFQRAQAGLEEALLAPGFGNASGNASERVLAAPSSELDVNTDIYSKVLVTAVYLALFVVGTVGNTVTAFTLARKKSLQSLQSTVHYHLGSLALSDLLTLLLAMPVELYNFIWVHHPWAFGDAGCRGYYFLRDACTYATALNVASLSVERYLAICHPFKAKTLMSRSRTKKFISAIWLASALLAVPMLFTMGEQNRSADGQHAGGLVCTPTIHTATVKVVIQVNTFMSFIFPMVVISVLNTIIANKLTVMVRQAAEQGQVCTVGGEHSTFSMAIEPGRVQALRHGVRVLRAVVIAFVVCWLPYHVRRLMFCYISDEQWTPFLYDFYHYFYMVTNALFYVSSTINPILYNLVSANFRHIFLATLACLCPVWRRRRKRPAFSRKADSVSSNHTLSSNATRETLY
Salmonella PhoP GFP: inhibitors of PhoP regulon expression, primary screen, Salmonella Typhimurium, GFP reporter (AID 1863) | hit rate 0.16% among 300,000 | inhibition, % at 50 µM; hits with a dose series show IC50 in µM | S. Typhimurium PhoP-regulated promoter GFP reporter, 4 h; higher % means a stronger effect;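 active means inhibition over 29.93%, a cutoff 3 SD above the screen mean, later confirmed by dose response; inconclusive means inhibition over 29.93% but no dose response follow-up; inactive means inhibition at most 29.93% or unconfirmed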;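 further: 0% = low Mg2+ inducing control and 100% = high Mg2+ repressing control; strong numbers were not always called active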
SV40 large T antigen: SV40 large T antigen inhibitors, biochemical (AID 1903) | inhibition, % at 20 µM, or IC50 in µM where a hit was titrated | hit rate 0.39% among 310,000 | SV40 large T antigen ATPase/helicase inhibition assay; higher % means a stronger effect; in the data active means a potency from the dose series; inconclusive means inhibition mostly from about 32% at the one dose, without a potency; inactive means the rest, 99 in 100 with inhibition below about 32%; further: strong numbers were not always called active
West Nile antiviral: West Nile virus antiviral activity, cell-based, CPE readout (AID 1621); CPE inhibition, % at 10 µM; hits with a dose series show IC50 in µM; West Nile virus-infected cells, CPE inhibition; higher % means a stronger effect; hit rate 0.02% among 290,000; in the data active means a potency from the dose series; inconclusive means CPE inhibition mostly from about 3.7% at the one dose, without a potency; inactive means the rest, 99 in 100 with CPE inhibition below about 2.2%; further: strong numbers were not always called active
RSV CPE inhibition: RSV antiviral activity via CPE protection, HEp-2 cells, primary 10 µM value included (AID 2391). HEp-2 cells, RSV-induced CPE inhibition; higher % means a stronger effect. CPE inhibition, % at 10 µM, or IC50 in µM where a hit was titrated. hit rate 0.13% among 310,000; in the data active means a potency from the dose series; inconclusive means CPE inhibition mostly from about 23% at the one dose, without a potency; inactive means the rest, 99 in 100 with CPE inhibition below about 21%; further: strong numbers were not always called active
T cell modulator: modulators of CD8 T cell-vesicle binding, primary screen, mouse 2C CD8+ T cells, flow cytometry; 2C CD8+ T cell-vesicle binding; stronger effect = lower value; calls only at 7 µM; hit rate 0.068% among 330,000;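 active means response, share of CD8 T cells binding vesicles, and their 90th percentile fluorescence all below set limits, cut at about 80% in these data, passing the limit was not always enough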
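Material: 2C TCR transgenic mouse naive CD8+ T cells, MACS-purified. Also added: QL9-charged Drosophila Ld/ICAM-1/B7-1 vesicles. Timing: binding 1.5 h at 37 °C. Measured by: high-throughput flow cytometry with anti-B7-1 and anti-CD8 staining. Read-out: percent CD8+ FL2 mean versus row control. Controls: Unloaded micro-vesicles (low), QL9 vesicles with 0.7% DMSO (high).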
NS5 inhibitors: Dengue-2 NS5 methyltransferase inhibitors, primary screen, biochemical, confirmation dose response (AID 588689). hit rate 0.3% among 340,000. Genome polyprotein (Dengue virus type 2 (strain 16681-PDK53)). Dengue-2 NS5 methyltransferase capping enzyme assay, biochemical; higher % means a stronger effect. one-dose inhibition, % at 25 µM; IC50 in µM for titrated hits; in the data active means a potency from the dose series; inconclusive means inhibition above about 29% without an active follow-up result
K1F lysis inhibition: inhibition of K1F phage lysis, E. coli UTI89, bacterial capsule biogenesis inhibitors, alamar blue (AID 488966). E. coli UTI89 K1F phage lysis, alamar blue, 2 h; higher % means a stronger effect. inhibition, % at 100 µM, or IC50 in µM where a hit was titrated. hit rate 0.02% among 340,000;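 active means phage lysis inhibition, versus mean bacterial control, above a set limit; inconclusive means no clear call, values can overlap the other calls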;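 further: capsule biogenesis inhibitors block K1F phage lysis so surviving cells raise fluorescence; higher fluorescence means more inhibition of phage lysis; actives were called in the ten point dose series up to 300 µM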
T cell modulator vesicle-bound %: also measured in T cell modulator; calls as there; double positive events, %; measured here: CD8+ vesicle-bound cell fraction;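 binding gate set so that unloaded-vesicle control wells show 10% double positive cells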
NTR1 ag cell count 20 µM: second read-out of NTR1 ag, no call of its own (marks repeat the call); cell count; measured here: cell count, cytotoxicity flag
NS5 inhibitors pilot replicate: further read-out of NS5 inhibitors, marked with its call; inhibition, %; measured here: pilot screen replicate inhibition
* = called active by the depositor; i = inactive; u = inconclusive; x = no result given; [ ] = remark or other dose. Compounds as they come; overall some 1.5% were active at least once.

SMILES	MgcRacGAP inhibition	NTR1 ag	NTR1 ag cell count 20 µM	Salmonella PhoP GFP	SV40 large T antigen	West Nile antiviral	RSV CPE inhibition	T cell modulator	T cell modulator vesicle-bound %	NS5 inhibitors	K1F lysis inhibition	others
COc1ccc(NC2CCCN(C(=O)CCCn3cncn3)C2)cc1OC (stereo not given)	237µM*	-1.1	80	3%	34%	0.0%	2.2%	i	29	8%	1.9%
ON=C1/C(=N\O)CC2(C/C1=N/O)OCCO2	-3%	1.4	56	92%	6%	0.1%	3.9%	i	24	5%	1.4%[50 µM]
CC(C)N(C=O)C1(C(=O)NC2CCCCC2)CCCCC1	6%	-0.6	66	-4%	2%	-0.4%	-0.6%	i	49	1%	0.1%
CC(C)NC(=S)Nc1ccc2cn[nH]c2c1	13%	-0.4	61	8%	8%	1.2%	2.1%	i	44	-1%	2.8%[50 µM]
COc1cc(-n2c(=O)c3ccccc3n(Cc3cccc(F)c3)c2=O)cc(OC)c1OC	10%	1.0	60	-7%	6%	-0.7%	-0.1%	i	35	-3%	0.2%
O=C(Nc1nc(=O)n(C(=O)c2cccc(C(F)(F)F)c2)s1)c1ccccc1	17%	2.5	60	-3%	x	-0.1%	2.0%	i	35	4%	0.1%
C/C(CCc1ccco1)=N/NC(=O)CCC(=O)Nc1cccc(Cl)c1	5%	-1.9	53	9%	13%	x	0.6%	i	45	3%	10%
Cc1ccc(C)c(NC(=S)N(Cc2ccc(Cl)cc2)Cc2ccc(C(=O)O)cc2)c1	-33%	-0.1	35	-11%	11%	-0.3%	2.4%	i	23	-11%	0.0%
Cc1nc(NC(=O)c2cccs2)ccc1Br	9%	2.6	40	4%	12%	-0.4%	2.2%	i	66	1%	0.1%
O=[N+]([O-])c1cnn(-c2nc(-c3cccs3)cc(C(F)(F)F)n2)c1	9%	0.8	66	1%	9%	0.1%	1.3%	i	43	-22%	0.1%
CSc1ccccc1OCc1cc(C(=O)NCCCc2ccccc2)no1	7%	1.6	60	1%	6%	-0.8%	0.6%	i	11	1%	0.3%
O=C(Nc1cc(Cl)ccc1Cl)Nn1cnnc1	6%	0.6	62	1%	26%	-0.4%	0.2%	i	54	-4%	-0.4%
C=CCn1c(C)cc(C(=O)CN2NS(=O)(=O)c3ccccc3C2=O)c1C	3%	-0.3	41	6%	-3%	-0.3%	8.5%	i	15	-10%	1.2%
CC(C)N(Cc1nc(-c2ccc(Cl)cc2)no1)C(=O)C12CC3CC(CC(C3)C1)C2	9%	-0.5	24	-11%	4%	0.1%	0.8%	i	29	-1%	0.3%
O=C(O)c1cccc2c1C(=O)c1ccccc1-2	12%	0.3	41	-29%	2%	-0.1%	2.1%	i	20	5%	1.0%
CC(=O)Nc1ccc(S(=O)(=O)N2CCc3cc4c(cc3C2)OCCCO4)cc1	3%	1.3	42	5%	5%	0.2%	0.7%	i	32	-14%	-1.2%
Cc1nc(N)sc1N=Nc1ccccc1C(F)(F)F	11%	5.1	58	12%	8%	0.2%	-0.5%	i	9	-5%	1.5%
COc1cccc(-c2nc(CS(=O)(=O)CC(=O)Nc3cccc(C)c3C)c(C)o2)c1	13%	0.6	64	15%	4%	-0.3%	2.2%	i	14	0%	-1.3%
COC(=O)Cc1ccc(N(Cc2ccccc2F)S(=O)(=O)c2ccc(Cl)cc2)cc1	8%	0.0	77	8%	8%	-1.0%	1.5%	i	38	-4%	-0.4%
CC(NC(=O)C1CC=CCC1C(=O)O)C1CC2CCC1C2 (stereo not given)	5%	-1.6	82	-4%	24%	0.3%	2.4%	i	32	-1%	0.3%
Cc1ccc(CNC(=O)CCCOc2cc(=O)n(C)c3ccccc23)o1	5%	0.2	83	1%	6%	2.4%	0.4%	i	42	-8%	0.1%
Cc1nc(-c2ccccc2)nc2[nH]ccc(=O)c12	8%	-1.3	75	1%	-2%	0.2%	-1.0%	i	36	-4%	0.5%
O=C(CSc1nc(-c2ccc(F)cc2)cs1)NCC1CCCO1 (stereo not given)	-2%	-0.6	53	x	x	x	x	i	43	2%	0.5%
COc1ccc(C)cc1NC(=O)C1CC1c1ccccc1 (stereo not given)	12%	1.1	54	x	5%	x	x	i	57	5%	-0.1%
CCOc1ccccc1-n1c(SCC(=O)N2CCOCC2)nc2ccccc2c1=O	2%	0.3	46	-5%	5%	-0.5%	0.5%	i	33	2%	0.4%
CCN(CC)c1c([N+](=O)[O-])c(=O)n(C)c2ccccc12	3%	-0.2	22	-9%	28%	-0.5%	-0.3%	i	33	12%	-2.8%
CC(=O)c1ccc(-n2c(CCC(=O)O)ccc2-c2ccc(Br)cc2)cc1	11%	-1.5	92	14%	6%	-0.6%	5.9%	i	15	5%	0.0%
Nc1ccccc1C(=O)N/N=C1\C2CN3CCN(C2)CC1(c1ccccc1)C3	6%	0.5	68	-2%	10%	0.2%	-0.4%	i	36	4%	7.3%[50 µM]
CCOc1ccc(C(=O)NCC(=O)Nc2ncccc2C)cc1OCC	-2%	-0.4	61	2%	12%	x	-0.7%	i	26	-5%	-0.8%
Cc1ccc(SCCN2C(=O)NC(C)(C)C2=O)cc1	2%	-2.0	56	-9%	12%	-0.7%	1.5%	i	16	1%	0.3%
Cc1ccnc(NC(=O)c2ccccc2NC(=O)c2ccccc2)c1	7%	2.1	45	8%	-2%	0.3%	1.5%	i	6	2%	0.0%
CCCCCCSc1ccc([C@@H]2[C@@H]3C(=O)N(CC)C(=O)[C@@H]3[C@]3(C(=O)OC)CCCCN23)cc1OC	4%	11	57	x	17%	x	-0.7%	i	46	4%	8.9%
Cc1ccc(NC(=O)COC(=O)c2ccc(-n3nc(C)cc3C)cc2)c(F)c1	6%	0.6	60	x	x	x	x	i	13	8%	0.6%[50 µM]
COc1ccc(NC(=S)NNC(=O)c2ccccc2OC(F)F)cc1	6%	-0.9	66	-9%	14%	u	0.4%	i	24	-7%	0.2%
CCn1c(SCC(=O)N2CCCC2)nc2c1c(=O)n(C)c(=O)n2C	1%	-1.6	63	-1%	7%	-0.3%	-1.9%	i	13	-4%	-0.3%
O=S(=O)(N/N=C/c1cccnc1)c1ccc(Cl)c(Cl)c1	12%	0.0	52	-3%	11%	0.4%	x	i	54	-12%	-0.7%
CCOC(=O)c1c(-c2ccc(OC)cc2)csc1NC(=O)CNCc1ccco1	8%	11	82	-8%	9%	0.5%	-1.7%	i	53	-2%	0.1%
S=c1[nH]nc(-c2ccc(Cl)cc2Cl)n1Cc1ccccc1	5%	-0.6	80	2%	8%	0.0%	2.4%	i	48	2%	1.1%
c1ccc2c(c1)CCN(c1nc3cc4c(cc3s1)OCCO4)C2	5%	0.8	95	18%	-12%	1.8%	6.5%	i	31	-10%	1.6%
Cc1cccc2sc(NC(=O)CSc3cn[nH]n3)nc12	7%	1.4	57	8%	-6%	-0.4%	7.1%	i	17	2%	-0.3%
CCN(CC)C(=O)C1CC(=O)OC12CCCCC2 (stereo not given)	0%	2.5	79	-4%	4%	0.2%	4.3%	i	54	1%	3.8%
COc1cc2c(cc1OC)C(c1ccccc1N)=NCC2	x	0.4	54	0%	5%	-0.5%	x	i	14	x	x
Cc1ccc(C)c(N2CCN(C(=O)CCS(=O)(=O)c3ccc4c(c3)NC(=O)CO4)CC2)c1	8%	1.5	50	-2%	9%	-0.5%	2.2%	i	8	2%	0.1%
O=C1NNC(=O)C1c1ccccc1	15%	-0.2	115	-1%	13%	0.6%	0.4%	i	34	-12%	0.2%[50 µM]
NC(=O)C1CCN(C(=O)CCSc2ccc(Cl)cc2)CC1	2%	0.5	50	1%	0%	-0.1%	1.8%	i	59	-6%	-0.4%
COc1ccc(C(=O)N/C(=C\c2cn(C)c3ccccc23)C(=O)N2CCN(C)CC2)cc1	1%	0.0	49	2%	x	0.4%	-1.9%	i	21	-6%	-0.1%
CC(=O)Oc1ccc2ccccc2c1C(NC(=O)Cc1ccccc1)c1ccccc1Cl (stereo not given)	8%	1.4	84	-1%	3%	1.4%	1.9%	i	42	6%	0.1%
CCOC(=O)c1cc(NC(=O)c2ccccc2)c(=O)oc1-c1ccccc1	2%	6.4	72	-1%	11%	-0.1%	1.1%	i	28	-5%	1.9%	NS5 inhibitors pilot replicate=-1.8
O=C(CC1(O)C(=O)Nc2ccccc21)c1ccccc1O (stereo not given)	23%	-1.0	38	7%	25%	0.8%	1.6%	i	35	-14%	-0.1%
CC(Sc1ccccc1)C(=O)Nc1cccc(N(C)S(C)(=O)=O)c1 (stereo not given)	6%	1.8	58	6%	12%	0.0%	1.1%	i	11	0%	4.3%
Cc1ccc(NC(=O)C2CCN(S(=O)(=O)c3ccc4c(c3)CCCC(=O)N4)CC2)c(Br)c1	-7%	0.5	67	-3%	x	-0.2%	8.6%	i	29	-3%	-2.2%
Cc1nc(Sc2nnnn2C)c2c3c(sc2n1)CCC3	11%	-0.3	52	9%	9%	0.1%	20%	i	44	3%	0.4%
O=C(Nc1ccccc1)C1=C[C@H](c2ccc(Br)cc2)C[C@H](OCc2ccc(CO)cc2)O1	7%	14	60	-7%	7%	0.3%	4.8%	i	40	1%	0.9%
CCOc1ccc(N2C(=O)CC(n3ccc(C)n3)C2=O)cc1 (stereo not given)	-6%	-1.2	90	-7%	2%	1.7%	0.7%	i	22	1%	-1.1%

A portion from further up, for reference:
SMILES	MgcRacGAP inhibition	NTR1 ag	NTR1 ag cell count 20 µM	Salmonella PhoP GFP	SV40 large T antigen	West Nile antiviral	RSV CPE inhibition	T cell modulator	T cell modulator vesicle-bound %	NS5 inhibitors	K1F lysis inhibition	others
CCN(CC)C(=O)C1CC(=O)OC12CCCCC2 (stereo not given)	0%	2.5	79	-4%	4%	0.2%	4.3%	i	54	1%	3.8%
COc1cc2c(cc1OC)C(c1ccccc1N)=NCC2	x	0.4	54	0%	5%	-0.5%	x	i	14	x	x
